Assay outcomes from PubChem BioAssay.
inhibitors of VEEV – inhibitors of VEEV TC-83 cytopathic effect, confirmation, Vero cells (AID 588727) | Vero cells, VEEV TC-83 cytopathic effect inhibition; higher % means a stronger effect | one-dose inhibition, % at 20 µM; IC50 in µM for titrated hits | 0.13% of 350,000 active; in the data active = a potency from the dose series; inconclusive = inhibition mostly from about 14% at the one dose, without a potency; inactive = the rest, 99 in 100 with inhibition below about 12%; also: strong numbers were not always called active
Active calls of the source: *. Not all compounds are listed (hit frequency here may not be typical).

N#CC(C(O)c1ccccc1)N1CCOCC1 (stereo unspecified) was read as inhibitors of VEEV 2.8%.
Cc1ccc(S(=O)(=O)N2C[C@H]3N(C(=O)OC(C)C)N(C(=O)OC(C)C)C[C@H](OC(=O)NC4CC4)[C@@]3(O)C2)cc1 was read as inhibitors of VEEV 2.1%.
`O=C(O)CSc1c(Cl)c(=O)oc2ccc(Cl)cc12` gave inhibitors of VEEV inactive.
For COc1ccc(C)cc1S(=O)(=O)NCc1ccccn1 the results were inhibitors of VEEV inactive.
Screening COc1cc(Br)cc(C(=O)N2CCc3ccccc32)c1OC returned inhibitors of VEEV 6.9%.
COc1ccc(N(CC(=O)Nc2ccc(S(=O)(=O)N3CCOCC3)cc2)S(C)(=O)=O)cc1OC was read as inhibitors of VEEV 0.2%.
For C[C@@H]1CN([C@H](C)CO)C(=O)CCCn2cc(nn2)CO[C@H]1CN(C)C(=O)Nc1ccccc1C(F)(F)F the results were inhibitors of VEEV 0.7%.
C[C@H]1CN([C@@H](C)CO)S(=O)(=O)c2ccc(Br)cc2O[C@H]1CN(C)C(=O)C1CCC1 was read as inhibitors of VEEV 3.3%.
`O=C(OCc1ccc(Br)cc1)c1cc([N+](=O)[O-])ccc1N1CCOCC1` gave inhibitors of VEEV 3.1%.
For Cc1ccc(S(=O)(=O)CCC(=O)OCCOc2ccc(Br)cc2)cc1 the results were inhibitors of VEEV 0.7%.
`COCCCNC1=C(C#N)C(=O)NC2(CCCC2)S1` gave inhibitors of VEEV 1.7%.
CCOC(=O)c1c(C)oc(=O)c(CC)c1O was read as inhibitors of VEEV 0.3%.
`CN(C)CCCN1c2ccc(O)cc2Sc2ccc(Cl)cc21` gave inhibitors of VEEV inconclusive.
Screening COc1ccccc1-c1noc(CCC(=O)Nc2cccnc2)n1 returned inhibitors of VEEV 1.9%.
COc1ccc(NC(=O)N(C)C[C@H]2OCCCC[C@H](C)Oc3ccc(NC(=O)Nc4ccc5c(c4)OCO5)cc3C(=O)N([C@@H](C)CO)C[C@@H]2C)cc1 was read as inhibitors of VEEV 0.5%.
For Cc1ccc(S(=O)(=O)N2C[C@H]3n4c(=O)ccc(=O)n4C[C@H](OC(=O)NCC4CCCCC4)[C@@]3(O)C2)cc1 the results were inhibitors of VEEV 33.9%.
For COc1cccc(/C=C/C(=O)OCC(=O)NC2CCCC2)c1 the results were inhibitors of VEEV 0.3%.
Screening Cc1ccc(S(=O)(=O)NC[C@H]2O[C@@H](n3ccc(N)nc3=O)[C@H](O)[C@@H]2O)s1 returned inhibitors of VEEV 0.6%.
COc1ccc(NC(=O)COC(=O)c2ccc(S(=O)(=O)N3CCCCC3)cc2)c(OC)c1 was read as inhibitors of VEEV 2.6%.
`CC1(C)CC(=O)C=C(c2ccc(-c3cnn(Cc4ccccc4)c3)cc2)C1=O` gave inhibitors of VEEV 2.9%.
C[C@H]1CN([C@@H](C)CO)S(=O)(=O)c2ccc(Br)cc2O[C@H]1CN(C)C(=O)CCN1CCCCC1 was read as inhibitors of VEEV 1.1%.
For CC1(C)C2CCC(CN)C1C2 (stereo unspecified) the results were inhibitors of VEEV inconclusive.
`Cc1c([N+](=O)[O-])oc2c1C(=O)NCCC2` gave inhibitors of VEEV 6.5%.
Screening CC(C)(C)C(=O)Nc1ccc(N2CCN(C(=O)c3cccs3)CC2)cc1 returned inhibitors of VEEV inactive.
`O=C(NCc1ccco1)c1c(Cl)cccc1Cl` gave inhibitors of VEEV 1.9%.
For CCCn1c(=S)[nH]c2cc(C(=O)N3CCN(c4ccccc4)CC3)ccc2c1=O the results were inhibitors of VEEV 1.0%.
Screening C[C@@H]1CN([C@@H](C)CO)C(=O)CCCn2nncc2CO[C@@H]1CN(C)S(=O)(=O)c1ccc2ccccc2c1 returned inhibitors of VEEV 0.8%.
Screening O=C(Nc1nnc(-c2ccco2)o1)c1ccc(Br)s1 returned inhibitors of VEEV 8.3%.
For CC1(C)CC(=Cc2cc(O)ccc2[N+](=O)[O-])C(=O)c2ccccc21 the results were inhibitors of VEEV 1.7%.
CN(C)c1ccc(/C=C/CNC[C@H]2O[C@@H](n3ccc(N)nc3=O)[C@H](O)[C@@H]2O)cc1 was read as inhibitors of VEEV 0.1%.
`Cc1cc(C)c(Cn2c(=O)[nH][nH]c2=O)cc1Cn1c(=O)[nH][nH]c1=O` gave inhibitors of VEEV 0.9%.
For Cc1ccc(S(=O)(=O)N2CCOCC2)cc1NC(=O)COC(=O)C1CCC1 the results were inhibitors of VEEV 0.7%.
C[C@@H]1CN([C@H](C)CO)C(=O)CCCn2cc(nn2)CO[C@H]1CN(C)C(=O)Nc1ccccc1F was read as inhibitors of VEEV inactive.
For C[C@@H]1CN([C@H](C)CO)C(=O)CCCn2nncc2CO[C@@H]1CN(C)C(=O)c1ccc(N2CCN(C)CC2)cc1 the results were inhibitors of VEEV 1.1%.
O=C1NC(Cc2ccc(O)cc2)c2nc3cc(Cl)ccc3c(=O)n2-c2ncccc21 (stereo unspecified) was read as inhibitors of VEEV 6.5%.
`Cc1cc(NC(=O)COc2ccc3c(C)c(C)c(=O)oc3c2)no1` gave inhibitors of VEEV inactive.
Screening C=CCNC(=O)CN1C(=O)CSc2ccc(S(=O)(=O)N3CCOCC3)cc21 returned inhibitors of VEEV 1.3%.
CN(Cc1ccccc1)C(=O)c1[nH]cnc1C(=O)Nc1ccc(Br)cc1F was read as inhibitors of VEEV 8.8%.
Nc1ccc(N2N=C(N3CCCC3)CC2=O)cc1 was read as inhibitors of VEEV 0.1%.
Screening CCN(c1ccccc1)S(=O)(=O)c1cccc(C(=O)NCC(c2ccc(OC)cc2)N2CCCCC2)c1 (stereo unspecified) returned inhibitors of VEEV inactive.
`O=C(C1CCCCC1)N1C[C@@H](O)[C@H](n2cc(C3CC3)nn2)C[C@@H]1c1ccc(Cl)cc1` gave inhibitors of VEEV inactive.
C[C@H]1CN([C@@H](C)CO)S(=O)(=O)c2ccc(Br)cc2O[C@H]1CN(C)C(=O)Cc1ccccn1 was read as inhibitors of VEEV 1.8%.
Screening CCCCn1c(N)c(N(CCOC)C(=O)CCS(=O)(=O)c2ccc(C)cc2)c(=O)[nH]c1=O returned inhibitors of VEEV 2.1%.
Screening COC(=O)[C@@H](NS(=O)(=O)c1ccc(F)cc1Br)C(C)C returned inhibitors of VEEV 1.1%.
For C[C@H]1CN([C@@H](C)CO)C(=O)c2c(c3ccccc3n2C)-c2ccccc2CO[C@H]1CN(C)C(=O)[C@@H]1CCCN1C the results were inhibitors of VEEV inactive.
`CC(Sc1nnc(-c2ccccc2F)n1C)C(=O)Nc1ccc(N2CCOCC2)cc1` (stereo unspecified) gave inhibitors of VEEV inactive.
Cc1cccc(OCc2nnc(SCC(=O)NCc3ccc4c(c3)OCO4)o2)c1 was read as inhibitors of VEEV 10.3%.
`COC1CC(NC(C)=O)C(OC(=O)c2ccccc2)C(CBr)O1` (stereo unspecified) gave inhibitors of VEEV 0.0%.
For COC(=O)CN1C(=O)COc2ccc(S(=O)(=O)N3CCCCC3)cc21 the results were inhibitors of VEEV inactive.
For C[C@H](CO)N1C[C@H](C)[C@@H](CN(C)C(=O)NC2CCCCC2)Oc2ncc(Br)cc2C1=O the results were inhibitors of VEEV inactive.
Cc1cc(C)c(N2C(=O)CC(Sc3ccccc3N)C2=O)c(C)c1 (stereo unspecified) was read as inhibitors of VEEV 0.0%.
Screening CCOC(=O)CCCN(c1[nH]c(C)c(C)c1C#N)S(=O)(=O)c1ccc(C)cc1 returned inhibitors of VEEV 1.6%.
CCOC(=O)c1c[nH]n2c(=S)ncnc12 was read as inhibitors of VEEV 0.0%.
Cc1ccc(NC(=O)NC(=O)COC(=O)c2ccc(O)cc2O)c(C)c1 was read as inhibitors of VEEV 0.5%.
For Cc1ccc(Cc2c(-c3ccc(C)cc3)nc3c4ccccc4ccn23)cc1 the results were inhibitors of VEEV 84.2%.
Screening COc1ccc(C(=O)COC(=O)c2cc(=O)c3ccccc3o2)c(OC)c1 returned inhibitors of VEEV inactive.
COc1ccccc1C(=O)Nc1ccnn1C1CCN(C2CCCCC2)CC1 was read as inhibitors of VEEV inactive.
O=C(O)c1cccc2c1C(=O)c1ccc(N3CCN(Cc4ccc5c(c4)OCO5)CC3)cc1S2(=O)=O was read as inhibitors of VEEV inactive.
`O=C(C[C@H]1C(=O)N(CCc2ccccc2)C[C@@H]1Cc1ccccc1)Nc1ccc(Br)cc1` gave inhibitors of VEEV 2.6%.
`COc1cc2c(cc1[N+](=O)[O-])-c1ccc([N+](=O)[O-])cc1C2=NO` gave inhibitors of VEEV 8.4%.

Next part (2 carried over from the part before).
`O=C(C[C@H]1C(=O)N(CCc2ccccc2)C[C@@H]1Cc1ccccc1)Nc1ccc(Br)cc1` gave inhibitors of VEEV 2.6%.
`COc1cc2c(cc1[N+](=O)[O-])-c1ccc([N+](=O)[O-])cc1C2=NO` gave inhibitors of VEEV 8.4%.
For CC(NCCCSc1ccccc1)C(O)c1ccc(O)cc1 (stereo unspecified) the results were inhibitors of VEEV inactive.
CCCCCCN1CCN(C2CN(Cc3ccc([N+](=O)[O-])cc3)S(=O)(=O)C2)CC1 (stereo unspecified) was read as inhibitors of VEEV inactive.
`O=C(c1ccco1)N1CCN(C2CN(Cc3ccc([N+](=O)[O-])cc3)S(=O)(=O)C2)CC1` (stereo unspecified) gave inhibitors of VEEV 1.3%.
`O=C(COC(=O)C1CC(=O)N(Cc2ccccc2)C1)Nc1ccc([N+](=O)[O-])cc1Br` (stereo unspecified) gave inhibitors of VEEV 0.3%.
`Cc1cccc(N2CCN(C(=O)COc3noc4nc(C)cc(C)c34)CC2C)c1` (stereo unspecified) gave inhibitors of VEEV 4.7%.
For CCN(CC)C(=O)C1=C(C)N(CCCN2CCCC2=O)C(=O)C(CC(=O)NC2CC2)C1 (stereo unspecified) the results were inhibitors of VEEV 0.8%.
For C[C@@H]1CN([C@@H](C)CO)C(=O)CCCn2nncc2CO[C@@H]1CN(C)S(=O)(=O)c1ccc(-c2ccccc2)cc1 the results were inhibitors of VEEV 0.1%.
Screening C[C@@H]1CN([C@@H](C)CO)C(=O)CCCn2nncc2CO[C@H]1CN(C)S(=O)(=O)c1ccc(F)cc1 returned inhibitors of VEEV 0.3%.
For CCCCN1C(=O)C(CC(=O)NC2CCCC2)CC(C(=O)N(C)C)=C1C (stereo unspecified) the results were inhibitors of VEEV inactive.
For CCc1ccc(/C=C2\SC(=S)N(CCCC(=O)Nc3cc(C)on3)C2=O)cc1 the results were inhibitors of VEEV 1.2%.
For Cc1ccc(C(=O)O)cc1NCc1cccnc1 the results were inhibitors of VEEV 1.5%.
For CN(Cc1ccc(Cl)cc1Cl)C(=O)C1CSC2(C)CCC(=O)N12 (stereo unspecified) the results were inhibitors of VEEV inactive.
For COC(=O)N(C)C[C@@H]1OCc2cnnn2CCCC(=O)N([C@@H](C)CO)C[C@@H]1C the results were inhibitors of VEEV 0.0%.
Screening COc1ccc2c(c1)CCCO[C@]21O[C@H](CCO)C[C@H](O)[C@H]1O returned inhibitors of VEEV 0.5%.
For COCCn1c(SCC(=O)N2CCCC2)nc2c(c1=O)SCC2 the results were inhibitors of VEEV inactive.
CC1CCc2sc(C(=O)NN=C3CCCC3)cc2C1 (stereo unspecified) was read as inhibitors of VEEV inactive.
For COc1ccc(C(=O)NCCCNc2nc3cc(C)cc(C)c3cc2C#N)cc1 the results were inhibitors of VEEV 9.4%.
O=C(c1cccs1)N1C[C@@H](n2cc(C3CC3)nn2)[C@H](O)C[C@@H]1c1ccc(Cl)cc1 was read as inhibitors of VEEV inactive.
For O=C(NCCc1cccs1)c1ccc(CS(=O)Cc2cccc(Cl)c2)o1 (stereo unspecified) the results were inhibitors of VEEV 3.1%.
For O=C(NNC(=O)c1cc(S(=O)(=O)N2CCOCC2)ccc1Cl)c1ccc(F)cc1 the results were inhibitors of VEEV 1.6%.

In the list so far, 7 have a nitro group on carbon:
`O=C(OCc1ccc(Br)cc1)c1cc([N+](=O)[O-])ccc1N1CCOCC1` gave inhibitors of VEEV 3.1%.
`Cc1c([N+](=O)[O-])oc2c1C(=O)NCCC2` gave inhibitors of VEEV 6.5%.
For CC1(C)CC(=Cc2cc(O)ccc2[N+](=O)[O-])C(=O)c2ccccc21 the results were inhibitors of VEEV 1.7%.
`COc1cc2c(cc1[N+](=O)[O-])-c1ccc([N+](=O)[O-])cc1C2=NO` gave inhibitors of VEEV 8.4%.
CCCCCCN1CCN(C2CN(Cc3ccc([N+](=O)[O-])cc3)S(=O)(=O)C2)CC1 (stereo unspecified) was read as inhibitors of VEEV inactive.
`O=C(c1ccco1)N1CCN(C2CN(Cc3ccc([N+](=O)[O-])cc3)S(=O)(=O)C2)CC1` (stereo unspecified) gave inhibitors of VEEV 1.3%.
`O=C(COC(=O)C1CC(=O)N(Cc2ccccc2)C1)Nc1ccc([N+](=O)[O-])cc1Br` (stereo unspecified) gave inhibitors of VEEV 0.3%.

Continued.
`COc1ccc(NC(=O)C2CC2(Cl)Cl)cc1S(=O)(=O)N1CCCCC1` (stereo unspecified) gave inhibitors of VEEV 2.4%.
COCCNC(=O)C[C@H]1C[C@H]2c3cc(NS(=O)(=O)c4ccc(F)cc4)ccc3O[C@H]2[C@H](CO)O1 was read as inhibitors of VEEV 1.9%.
COC(=O)[C@H]1C[C@H](OC(=O)NC2CC2)[C@@]2(O)CN(S(=O)(=O)c3ccc(C)cc3)CC2[C@H]1C(=O)OC (stereo partly specified) was read as inhibitors of VEEV 0.1%.
`COc1ccc(N2c3ccccc3CN(Cc3ccccc3)CC2Cc2cc(OC)c(OC)c(OC)c2)cc1` (stereo unspecified) gave inhibitors of VEEV 2.8%.
Screening COc1ccc(S(=O)(=O)Nc2ccc3c(c2)C(=O)N([C@@H](C)CO)C[C@@H](C)[C@H](CN(C)S(=O)(=O)c2ccc(F)cc2)OCCCC[C@H](C)O3)cc1 returned inhibitors of VEEV 1.2%.
For O=C(OCc1cn([C@H]2C[C@H](c3ccccc3)N(CC3CCCCC3)C[C@@H]2O)nn1)c1ccccc1 the results were inhibitors of VEEV 2.3%.
For CCOc1ccc(NC(=O)CN(C)C2=NS(=O)(=O)c3ccccc32)cc1 the results were inhibitors of VEEV inactive.
CCCC#Cc1ccc2c(c1)O[C@@H](CN(C)Cc1ccc3c(c1)OCO3)[C@H](C)CN([C@@H](C)CO)S2(=O)=O was read as inhibitors of VEEV 3.1%.
